From PubChem
KDM4C inh = blocks human GASC-1 (KDM4C) demethylase activity. AID 720574. Q9H3R0. inhibition, % at 12.5 µM. GST-KDM4C 2-372, H3K9me3 peptide, LANCE TR-FRET. 96,000 tested, 0.15% active;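 active = mean replicate inhibition above about 25%, with at least 55% of replicates also reaching it, limit read from the data, passing the limit was not always enough; inconclusive = only one of those two conditions met; inactive = neither condition met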
Target sequence (Q9H3R0 2-372 limits assumed): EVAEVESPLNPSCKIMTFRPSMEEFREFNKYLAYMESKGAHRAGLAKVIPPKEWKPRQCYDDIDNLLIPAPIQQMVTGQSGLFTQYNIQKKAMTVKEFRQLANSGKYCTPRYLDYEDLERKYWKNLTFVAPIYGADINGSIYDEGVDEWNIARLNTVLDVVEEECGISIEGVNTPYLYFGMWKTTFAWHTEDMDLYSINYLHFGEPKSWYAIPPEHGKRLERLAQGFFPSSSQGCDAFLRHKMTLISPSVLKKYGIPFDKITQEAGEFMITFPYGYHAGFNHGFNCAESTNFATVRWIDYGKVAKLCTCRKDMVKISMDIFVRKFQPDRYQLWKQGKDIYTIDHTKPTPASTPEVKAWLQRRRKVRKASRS
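System: N-terminal GST-fused human GASC-1 (KDM4C) fragment, residues 2-372; amount: enzyme final amount 10 nM; incubation: reaction 30 min RT, detection step 1 h RT; medium: HEPES buffer, pH 7.5, plus ascorbate; technique: LANCE TR-FRET, Eu antibody, ULight-streptavidin, EDTA, ex 340 nm, em 618/671 nm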
C diff HTS = C. difficile growth inhibition; Clostridium difficile clinical isolate growth, OD600, 24 h; hits give low values; 86,000 tested, 0.25% active; growth activity, negative = inhibition, % at 16 µg/mL (by protocol);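 active = mean growth activity at or below -80% and every replicate also at or below -80%; inconclusive = mean at or below -80% but some replicate above -80%; inactive = mean growth activity above -80%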;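 also: 0% = DMSO wells and -100% = levofloxacin 16 µg/mL wells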
Pf Dd2 inh = P. falciparum Dd2 growth inhibition; 94,000 tested, 2.3% active; SYBR Green, 72 h; hits give low values; activity change, % at 10 µM; in the data active = activity change below about -80%; inconclusive = no clear call, values can overlap the other calls
T cruzi growth = blocks T. cruzi growth in NIH3T3 culture; T. cruzi beta-gal in NIH3T3, GalScreen luminescence, 90 h; inhibition, % at 8.34 µM; 77,000 tested, 5.9% active; AID 624255;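 active = mean inhibition above about 93%, with at least 55% of replicates each passing it, limit read from the data, passing the limit was not always enough; inconclusive = only one of those two conditions holds; inactive = neither condition holds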
The depositor's hits bear a star; u = inconclusive; x = no result given; & = joins results of further samples.

Field names – A = KDM4C inh; B = C diff HTS; C = Pf Dd2 inh; D = T cruzi growth
Cc1ccc(S(=O)(=O)Nc2ccc3c(c2)C(=O)N([C@H](C)CO)C[C@@H](C)[C@@H](CN(C)C(=O)Nc2c(C)noc2C)O3)cc1
  A = 0.6 | B = -8 | C = 14 | D = 8
CC(=O)Nc1ccc2c(c1)C(=O)N(C)[C@H]1CC[C@H](CC(=O)Nc3cn(C)nc3C)O[C@@H]1CO2
  A = 3.5 | B = -6 | C = 6 | D = 48
N#C[C@H]1[C@@H](c2ccccc2-c2ccccc2)[C@H](CO)N1C(=O)Cc1ccncc1
  A = -0.9 | B = -6 | C = -37 | D = x
Cc1ccccc1S(=O)(=O)NCC[C@@H]1CC[C@H](NC(=O)C2CC2)[C@H](CO)O1
  A = 3.4 | B = -1 | C = -7 | D = x
CCCN1C[C@H](C)[C@H](OC)CN(C)C(=O)c2ccc(NC(=O)Nc3ccccc3F)cc2OC[C@@H]1C
  A = -0.9 | B = x | C = -6 | D = -10
Cc1ccc(S(=O)(=O)N(C)C[C@H]2OCCCC[C@@H](C)Oc3ccc(NS(=O)(=O)c4ccccc4)cc3C(=O)N([C@H](C)CO)C[C@H]2C)cc1
  A = -1.1 | B = -8 | C = -83* | D = u
COCC#Cc1ccc2c(c1)O[C@H](CN(C)C(C)=O)[C@@H](C)CN([C@@H](C)CO)S2(=O)=O
  A = -0.3 | B = 3 | C = 35 | D = -70
COc1ccccc1-c1cnc2c(c1)C(=O)N([C@H](C)CO)C[C@H](C)[C@@H](CN(C)Cc1cccnc1)O2
  A = 1.3 | B = -2 | C = 3 | D = 24
O=C(NCC1CC1)[C@H]1[C@H](CO)[C@H]2Cn3c(ccc(/C=C/c4ccccc4)c3=O)[C@@H]1N2C(=O)C1CC1
  A = -2.3 | B = 1 | C = 1 | D = 68
O=C(c1ccccc1F)N1CC2(C1)[C@H](c1ccccc1)[C@@H](CO)N2CC1CC1
  A = -1.3 | B = 1 | C = 4 | D = x
CCC(=O)N[C@@H]1CC[C@@H](CC(=O)NCc2ccccc2F)O[C@H]1CO
  A = -3.9 | B = x | C = 13 | D = 3
CO[C@@H]1CN(C)C(=O)c2ccc(NC(=O)C3CC3)cc2OC[C@@H](C)N(Cc2ccc(F)cc2)C[C@H]1C
  A = -0.4 | B = x | C = x | D = 64
Cc1ccc(S(=O)(=O)N[C@H]2C=C[C@H](CC(=O)N3CCN(c4ccccc4)CC3)O[C@H]2CO)cc1
  A = 2.7 | B = 2 | C = 5 | D = 18
CO[C@@H]1CN(C)C(=O)c2ccc(NC(=O)C3CC3)cc2OC[C@H](C)N(Cc2cc(F)ccc2F)C[C@H]1C
  A = 0.4 | B = x | C = -48 | D = 3
C[C@@H]1CN([C@H](C)CO)C(=O)c2cc(C#CC3CC3)cnc2O[C@@H]1CN(C)C(=O)Nc1ccc(F)cc1
  A = 0.1 | B = 2 | C = -41 | D = x
CN1C(=O)c2cc(NC(=O)c3ccccc3Cl)ccc2OC[C@H]2O[C@@H](CC(=O)O)CC[C@H]21
  A = 0.2 | B = 1 | C = 1 | D = 17
O=C(NCC[C@H]1CC[C@@H](NS(=O)(=O)c2ccc(Cl)cc2)[C@@H](CO)O1)Nc1ccc(F)cc1
  A = 1.1 | B = -2 | C = 20 | D = x
O=C(C[C@H]1C[C@@H]2c3cc(NC(=O)C4CCC4)ccc3O[C@@H]2[C@@H](CO)O1)NCC(F)(F)F
  A = -0.1 | B = 2 | C = 17 | D = 10
CO[C@H]1CC[C@@H]2CCN(C)C(=O)[C@H](C)N(C)C(=O)c3cccc(C#N)c3OC[C@@H]1O2
  A = -1.5 | B = -9 | C = x | D = 27
CC(=O)N(C)C[C@H]1Oc2ncc(-c3ccc(F)cc3)cc2C(=O)N([C@H](C)CO)C[C@@H]1C
  A = -0.9 | B = 0 | C = 51 | D = -1
O=C(C[C@@H]1C[C@@H]2c3cc(NC(=O)c4cccnc4)ccc3O[C@@H]2[C@H](CO)O1)NCc1ccccc1F
  A = -0.6 | B = -28 | C = 21 | D = 13
COc1ccc(NC(=O)N(C)C[C@H]2Oc3c(NC(=O)C4CC4)cccc3C(=O)N([C@H](C)CO)C[C@H]2C)cc1
  A = 0.4 | B = 2 | C = -16 | D = -32
Cc1ccccc1-c1ccc2c(c1)O[C@@H](CN(C)C(=O)Nc1ccccc1)[C@@H](C)CN([C@H](C)CO)S2(=O)=O
  A = -0.6 | B = 1 | C = -17 | D = 31
CN(C[C@H]1N[C@@H](CO)[C@H]1c1ccc(-c2cccc(F)c2)cc1)S(C)(=O)=O
  A = -4.1 | B = 2 | C = -46 | D = 53
CC(C)NC(=O)NCC[C@@H]1CC[C@H](NC(=O)CCN2CCCCC2)[C@H](CO)O1
  A = -0.3 | B = 8 | C = -3 | D = 3
O=C(Nc1ccccc1)N1C[C@@H]2[C@H](c3ccccc31)[C@H](CO)N2C(=O)c1ccncc1
  A = 0.2 | B = -3 | C = -7 | D = 4
COc1cccc(-c2ccc3c(c2)O[C@H](CN(C)C(=O)c2ccccc2F)[C@H](C)CN([C@H](C)CO)S3(=O)=O)c1
  A = -1.3 | B = -4&1 | C = -50&-53 | D = 108*
CCCN(C)C[C@@H]1OCc2cn(nn2)CCCC(=O)N([C@@H](C)CO)C[C@@H]1C
  A = 0.8 | B = x | C = 9 | D = 6
COc1ccc(NC(=O)Nc2ccc3c(c2)C(=O)N([C@H](C)CO)C[C@H](C)[C@H](CN(C)C(=O)c2ccccc2)OCCCC[C@@H](C)O3)cc1
  A = 0.3 | B = 2 | C = 14 | D = 29
CC(C)NC(=O)Nc1cccc2c1O[C@@H](CN(C)Cc1ccccc1)[C@H](C)CN([C@@H](C)CO)C2=O
  A = 0.3 | B = 3 | C = -12 | D = 11
Cc1ccc(S(=O)(=O)Nc2ccc3c(c2)CC(=O)N([C@H](C)CO)C[C@H](C)[C@@H](CN(C)C(=O)Nc2cccc4ccccc24)O3)cc1
  A = -2.4 | B = 1 | C = -16 | D = 26
COc1ccc(NC(=O)N[C@@H]2CC[C@H](CC(=O)NC3CCCCC3)O[C@H]2CO)cc1
  A = 2.0 | B = 2 | C = 14 | D = x
N#C[C@@H]1[C@@H](c2ccc(C#Cc3ccc(F)cc3)cc2)[C@H](CO)N1C(=O)C1CCC1
  A = -1.9 | B = -2 | C = -78 | D = 87
CCS(=O)(=O)N1CC2(CN(Cc3cccc(Cl)c3)[C@H](CO)c3c2c2ccc(OC)cc2n3C)C1
  A = -0.5 | B = 51 | C = -42 | D = x
O=C(C[C@H]1CC[C@H](NC(=O)Nc2ccc(C(F)(F)F)cc2)[C@H](CO)O1)NCCN1CCCC1
  A = -0.7 | B = x | C = -14 | D = -20
C[C@H](CO)N1C[C@H](C)[C@@H](CN(C)C(=O)Nc2ccccc2)Oc2ncc(-c3ccccc3)cc2C1=O
  A = 0.4 | B = -23 | C = -28 | D = 2
O=C(Nc1cc(F)ccc1F)N1CCCCN2[C@H](CO)[C@H](c3ccc(-c4ccccc4)cc3)[C@@H]2C1
  A = -2.4 | B = -3 | C = 0 | D = 20
C[C@@H]1CN([C@@H](C)CO)C(=O)c2c(c3ccccc3n2C)-c2ccccc2CO[C@H]1CN(C)S(C)(=O)=O
  A = 0.5 | B = x | C = 6 | D = 21
CC(C)CC#Cc1ccc2c(c1)O[C@H](CN(C)C(=O)NC(C)C)[C@H](C)CN([C@@H](C)CO)S2(=O)=O
  A = 0.9 | B = 0 | C = -28 | D = 73
CC(=O)NC[C@@H]1[C@H](c2ccc(-c3ccccc3)cc2)[C@H](CO)N1C(=O)C1CCC1
  A = 2.2 | B = -9 | C = 2 | D = 93
C[C@@H]1CN([C@H](C)CO)C(=O)c2cc(NC(=O)C3CCCCC3)ccc2O[C@@H]1CN(C)Cc1ccccc1
  A = 1.1 | B = -4 | C = 16 | D = -20
C[C@H]1CN([C@@H](C)CO)C(=O)c2cc(Br)cnc2O[C@@H]1CN(C)C(=O)C1CCCCC1
  A = -1.8 | B = 1 | C = 1 | D = x
COc1ccc(NC(=O)Nc2ccc3c(c2)C(=O)N([C@H](C)CO)C[C@@H](C)[C@@H](CN(C)Cc2ccncc2)OCCCC[C@@H](C)O3)cc1
  A = 2.0 | B = -7 | C = -56 | D = 83
COc1ccc(NC(=O)N(C)C[C@@H]2OCCCC[C@@H](C)Oc3ccc(NC(=O)Nc4cccc5ccccc45)cc3C(=O)N([C@H](C)CO)C[C@@H]2C)cc1
  A = -1.8 | B = 8 | C = -7 | D = 21
COC(=O)C[C@H]1CC[C@H]2[C@@H](COc3ccc(NC(=O)c4cc(C)on4)cc3C(=O)N2C)O1
  A = -1.9 | B = 2 | C = 5 | D = -6
Cc1cc(C(=O)Nc2cccc3c2O[C@@H](CN(C)S(=O)(=O)c2ccc(Cl)cc2)[C@@H](C)CN([C@H](C)CO)C3=O)n(C)n1
  A = x | B = -5 | C = -23 | D = -49
CCC(=O)Nc1ccc2c(c1)C(=O)N(C)C[C@@H](OC)[C@@H](C)CN(CC1CCCCC1)[C@@H](C)CO2
  A = 0.3 | B = x | C = 23 | D = -8
Cc1cc(C(=O)Nc2cccc3c2O[C@H](CN(C)CC2CC2)[C@H](C)CN([C@@H](C)CO)C3=O)n(C)n1
  A = 3.3 | B = -2 | C = 8 | D = 1
Cc1ccc(S(=O)(=O)N(C)C[C@@H]2Oc3ccc(NC(=O)C4CCCCC4)cc3C(=O)N([C@@H](C)CO)C[C@@H]2C)cc1
  A = 0.4 | B = -4 | C = 2 | D = 31
C[C@@H]1CCCCO[C@@H](CN(C)S(=O)(=O)c2cccs2)[C@@H](C)CN([C@H](C)CO)C(=O)c2cc(NS(=O)(=O)c3cccs3)ccc2O1
  A = 0.6 | B = 2 | C = -17 | D = -117
CN(C[C@H]1[C@@H](c2ccccc2)[C@@H](CO)N1Cc1ccccn1)S(C)(=O)=O
  A = 0.3 | B = -4 | C = 7 | D = 24

A different layout for part of the listing above.
| Structure | KDM4C inh | C diff HTS | Pf Dd2 inh | T cruzi growth |
| --- | --- | --- | --- | --- |
| O=C(C[C@H]1CC[C@H](NC(=O)Nc2ccc(C(F)(F)F)cc2)[C@H](CO)O1)NCCN1CCCC1 | -0.7 | x | -14 | -20 |
| N#C[C@@H]1[C@@H](c2ccc(C#Cc3ccc(F)cc3)cc2)[C@H](CO)N1C(=O)C1CCC1 | -1.9 | -2 | -78 | 87 |

Compounds shown so far that contain an aryl methoxy group (8):
Field names – A = KDM4C inh; B = C diff HTS; C = Pf Dd2 inh; D = T cruzi growth
COc1ccccc1-c1cnc2c(c1)C(=O)N([C@H](C)CO)C[C@H](C)[C@@H](CN(C)Cc1cccnc1)O2
  A = 1.3 | B = -2 | C = 3 | D = 24
COc1ccc(NC(=O)N(C)C[C@H]2Oc3c(NC(=O)C4CC4)cccc3C(=O)N([C@H](C)CO)C[C@H]2C)cc1
  A = 0.4 | B = 2 | C = -16 | D = -32
COc1cccc(-c2ccc3c(c2)O[C@H](CN(C)C(=O)c2ccccc2F)[C@H](C)CN([C@H](C)CO)S3(=O)=O)c1
  A = -1.3 | B = -4&1 | C = -50&-53 | D = 108*
COc1ccc(NC(=O)Nc2ccc3c(c2)C(=O)N([C@H](C)CO)C[C@H](C)[C@H](CN(C)C(=O)c2ccccc2)OCCCC[C@@H](C)O3)cc1
  A = 0.3 | B = 2 | C = 14 | D = 29
COc1ccc(NC(=O)N[C@@H]2CC[C@H](CC(=O)NC3CCCCC3)O[C@H]2CO)cc1
  A = 2.0 | B = 2 | C = 14 | D = x
CCS(=O)(=O)N1CC2(CN(Cc3cccc(Cl)c3)[C@H](CO)c3c2c2ccc(OC)cc2n3C)C1
  A = -0.5 | B = 51 | C = -42 | D = x
COc1ccc(NC(=O)Nc2ccc3c(c2)C(=O)N([C@H](C)CO)C[C@@H](C)[C@@H](CN(C)Cc2ccncc2)OCCCC[C@@H](C)O3)cc1
  A = 2.0 | B = -7 | C = -56 | D = 83
COc1ccc(NC(=O)N(C)C[C@@H]2OCCCC[C@@H](C)Oc3ccc(NC(=O)Nc4cccc5ccccc45)cc3C(=O)N([C@H](C)CO)C[C@@H]2C)cc1
  A = -1.8 | B = 8 | C = -7 | D = 21
